Source: PubChem (Sanford-Burnham Center for Chemical Genomics)
CendR NRP1 mod: modulators of CendR peptide binding to human neuropilin-1. O14786. 360,000 compounds, 0.85% hits. FAM-RPARPAR peptide binding to NRP-1, fluorescence polarization. inhibition, % at 25 µM;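 active means inhibition or corrected inhibition above about 18%, plus a signal ratio from 0.5 to 1.5, limit read from the data, passing the limit was not always enough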; further: strong numbers were not always called active
Target sequence (O14786 whole entry, looked up): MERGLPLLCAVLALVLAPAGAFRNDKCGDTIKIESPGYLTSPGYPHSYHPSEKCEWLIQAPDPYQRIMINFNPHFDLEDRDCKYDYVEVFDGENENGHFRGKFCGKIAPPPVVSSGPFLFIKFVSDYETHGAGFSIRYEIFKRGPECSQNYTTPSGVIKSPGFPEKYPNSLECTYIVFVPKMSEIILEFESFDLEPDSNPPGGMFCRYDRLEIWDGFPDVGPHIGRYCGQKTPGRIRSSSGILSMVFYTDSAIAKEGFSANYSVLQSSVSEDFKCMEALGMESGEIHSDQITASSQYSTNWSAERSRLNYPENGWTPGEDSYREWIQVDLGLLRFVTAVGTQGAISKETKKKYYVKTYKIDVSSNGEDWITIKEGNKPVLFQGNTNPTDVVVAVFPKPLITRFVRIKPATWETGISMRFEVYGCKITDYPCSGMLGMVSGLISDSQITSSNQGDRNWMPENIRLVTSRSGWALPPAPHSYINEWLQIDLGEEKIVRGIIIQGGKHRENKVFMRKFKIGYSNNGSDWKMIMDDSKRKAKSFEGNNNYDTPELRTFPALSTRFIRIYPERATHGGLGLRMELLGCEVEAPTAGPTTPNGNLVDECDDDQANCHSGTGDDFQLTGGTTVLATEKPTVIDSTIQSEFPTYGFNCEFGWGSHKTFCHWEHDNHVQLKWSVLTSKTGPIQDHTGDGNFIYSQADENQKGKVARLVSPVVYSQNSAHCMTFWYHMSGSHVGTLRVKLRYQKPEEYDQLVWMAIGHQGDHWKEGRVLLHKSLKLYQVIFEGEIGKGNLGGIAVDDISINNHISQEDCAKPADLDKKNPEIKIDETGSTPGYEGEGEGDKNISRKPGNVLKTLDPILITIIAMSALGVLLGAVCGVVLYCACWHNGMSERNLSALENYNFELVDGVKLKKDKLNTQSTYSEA
LMPTP inh: blocks human LMPTP phosphatase; inhibition, % at 20 µM; recombinant LMPTP-A, OMFP fluorogenic substrate, fluorescence intensity; 360,000 compounds, 0.22% hits; P24666;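 active means compounds that cut the enzyme signal by at least half of the control window in the single-dose screen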;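 further: plate controls were DMSO wells with enzyme plus substrate for no effect and substrate without enzyme for full effect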
Target sequence (P24666 whole entry, looked up): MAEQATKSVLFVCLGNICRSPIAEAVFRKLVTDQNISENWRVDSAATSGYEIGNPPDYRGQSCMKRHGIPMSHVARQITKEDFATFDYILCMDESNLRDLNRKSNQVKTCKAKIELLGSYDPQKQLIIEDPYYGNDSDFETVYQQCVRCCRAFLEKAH
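Test system – LMPTP-A enzyme · Amount – LMPTP-A at 0.625 nM final in the reaction · Buffer or medium – Bis-Tris pH 6.0, DTT, detergent · Reagent – OMFP 400 µM · Doses – single 20 µM dose · Schedule – reaction 50 min, room temperature, dark · Detection – fluorescence intensity of OMFP turnover product · Evaluation – percent inhibition versus substrate-only and uninhibited controls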
SUMO1-SIM PPI: SUMO1-SIM interaction modulation. P63165. AID 602429. inhibition, % at 20 µM. SUMO1 binding to a labelled peptide, TR-FRET, 1 h. 360,000 compounds, 0.33% hits; in the data active means inhibition above about 37%
MT1-MMP act inh: inhibitors of human MT1-MMP activation. GFP/RFP ratio change, % at 20 µM. 360,000 compounds, 0.061% hits. HT1080 RFP-PRO-GFP cells, GFP/RFP ratio fluorescence, overnight; percent of plate control window, DMSO zero;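 active means GFP/RFP ratio change of at least 30% with cell ATP level not reduced by more than half and red fluorescence within 50% of control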; further: strong numbers were not always called active
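system = RFP-PRO-GFP reporter HT1080 cells | dosing = 20 µM single dose, 1% DMSO | timing = overnight cell settling, then overnight compound exposure, 37 °C, 5% CO2 | read-out basis = GFP/RFP fluorescence ratio | controls = DMSO and RFP-L50D-GFP cell wells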
Scp1 inh: Scp-1 (human) phosphatase inhibition. inhibition, % at 20 µM. Q9GZU7. Recombinant Scp1, phosphopeptide, malachite green phosphate absorbance. 340,000 compounds, 0.88% hits;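 active means inhibition above about 50% at 20 µM, limit read from the data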;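 further: plate controls were DMSO wells with enzyme for no effect and wells lacking enzyme for full effect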
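Material – SCP-1 phosphatase catalytic domain, residues 76-261 · Buffer or medium – Acidic Tris acetate buffer with magnesium and detergent · Also added – Phospho 17-mer peptide substrate · Compound – single 20 µM dose, 1% DMSO · Times – 45 min room-temperature reaction, 5 min colour, 30 min stabiliser · Technique – Phosphate-binding colour reagent, absorbance read at 630 nm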
NadD block: NadD (S. aureus) enzyme inhibition; purified NadD enzyme, colorimetric absorbance read-out; inhibition, % at 20 µM; 360,000 compounds, 0.78% hits; in the data active means inhibition above about 26%; further: some compounds past the cut are filed as inactive
DNMT1 block: inhibitors of human DNMT1; P26358; DNMT1 molecular beacon, Hinp1I cleavage, fluorescence; 360,000 compounds, 0.83% hits; inhibition (reported as % activation of signal), % at 10 µM; in the data active means inhibition above about 50%
STEP block: STEP (human) phosphatase inhibition. P54829. recombinant STEP, OMFP fluorogenic substrate, fluorescence. inhibition, % at 20 µM. 360,000 compounds, 0.25% hits. AID 588621;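 active means inhibition at 20 µM, scaled per plate between control wells, above about 37%, limit read from the data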;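 further: 0% = DMSO with enzyme and substrate and 100% = substrate only without enzyme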
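Also added – OMFP at 25 µM · Test system – STEP tyrosine phosphatase · Technique – FITC-channel fluorescence of OMFP product · Schedule – 20 min at room temperature, dark · Evaluation – control-normalized % inhibition with plate pattern correction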
Rpn11 block: inhibitors of human proteasome Rpn11. O00487. 360,000 compounds, 0.59% hits. calls only at 20 µM. human 26S proteasome, Ub4-pepOG fluorescence polarization; 20S core pre-blocked with epoxomicin;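 active means inhibition at 20 µM, scaled to each plate's controls, above about 33%, limit read from the data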
SKN-1 block: inhibitors of C. elegans SKN-1; C. elegans VP596 Pgst-4::GFP/RFP ratio, acrylamide-induced, 24 h; 360,000 compounds, 0.49% hits; inhibition, % at 21.8 µM;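 active means interference check ratio from 0.5 to 1.5 plus GFP to RFP signal ratio inhibition reaching or exceeding a fixed threshold, cut at about 30% in these data, passing the limit was not always enough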; further: some compounds called inactive have numbers as strong as hits
* marks the source's active call; other numbers are inactive results; i = inactive; nt = no result given.

The first two records (preview)
SMILES | CendR NRP1 mod | LMPTP inh | SUMO1-SIM PPI | MT1-MMP act inh | Scp1 inh | NadD block | DNMT1 block | STEP block | Rpn11 block | SKN-1 block
Nc1nc(NCCO)nc(N2CCCCCC2)c1[N+](=O)[O-] | -1 | 2.8 | -5 | -3 | -1 | -5 | 2 | -2 | i | 7
CC(Oc1cccc2c1OC(C)(C)C2)C(=O)O (stereo not drawn) | 8 | -1.1 | 2 | 1 | 4 | -1 | 3 | -7 | i | 4

Results, repeating the preview:
SMILES | CendR NRP1 mod | LMPTP inh | SUMO1-SIM PPI | MT1-MMP act inh | Scp1 inh | NadD block | DNMT1 block | STEP block | Rpn11 block | SKN-1 block
Nc1nc(NCCO)nc(N2CCCCCC2)c1[N+](=O)[O-] | -1 | 2.8 | -5 | -3 | -1 | -5 | 2 | -2 | i | 7
CC(Oc1cccc2c1OC(C)(C)C2)C(=O)O (stereo not drawn) | 8 | -1.1 | 2 | 1 | 4 | -1 | 3 | -7 | i | 4
CSc1nc(N)nc(SCC(=O)c2ccc(C)cc2)c1C#N | 7 | -0.6 | -8 | 6 | -10 | -3 | -1 | -9 | i | -5
Cc1cccc(NC(=O)c2cccc(S(=O)(=O)N(C)c3ccccc3)c2)n1 | -5 | 0.4 | 2 | 3 | 0 | -1 | 0 | -6 | i | 19
Cc1ccc(S(=O)(=O)N(C)c2ccc(C(=O)NCc3cccnc3)cc2)cc1 | -4 | -0.3 | 0 | -1 | 79* | -3 | 1 | 0 | i | -7
CCCCOc1ccc(N(CC(=O)NCc2ccco2)C(=O)CCC(=O)Nc2nccs2)cc1 | -7 | 2.3 | -7 | 0 | -1 | 4 | 0 | 0 | i | -1
CCN(CCCNC(=O)CCn1c(=O)[nH]c2ccsc2c1=O)c1ccccc1 | 0 | -0.5 | 1 | 2 | -9 | -3 | -5 | -3 | i | -8
CCCCN(C=O)c1c(CC)nc2ccc(C(=O)N(CC)CCN(C)C)cn12 | -10 | -2.1 | -5 | -4 | nt | -3 | -1 | -4 | i | 12
CCOC(=O)c1cnn(-c2ccccn2)c1N | -2 | -1.8 | 4 | 3 | -12 | 1 | 0 | -3 | i | 7
CCCNC(=O)NC1CCCCCCC1 | -7 | -0.8 | 0 | -2 | -3 | 1 | 5 | -2 | i | 13
N#CC1=C(N)N(c2ccccc2)C(c2ccccc2)C1(C#N)C#N (stereo not drawn) | -3 | -0.6 | -5 | 2 | -2 | -8 | 0 | -2 | i | 17
Cc1sc2c(c1C)c(=O)n(-c1ccc(F)cc1)c(=O)n2CC(=O)NCc1ccco1 | -9 | 0.5 | 2 | 18 | -4 | -1 | 21 | -1 | i | -17
CCOc1ccccc1CN1CCN(Cc2cc3ccccc3[nH]2)CC1CCO (stereo not drawn) | -1 | 1.3 | 2 | -5 | -6 | -9 | -3 | 1 | i | 4
CC(C)Cn1c(O)c(N=NC(=O)c2cccc(S(=O)(=O)N3CCCCC3)c2)c2ccccc21 | 9 | 5.0 | -7 | -5 | -16 | 21 | -7 | 5 | i | 6
CSc1ccccc1NC(=O)COC(=O)CSc1ccc(C)cc1 | 12 | 1.2 | -6 | 0 | -8 | -7 | -1 | -1 | i | 12
C/C(=N\Nc1ccc(F)cc1)c1ccncc1 | 7 | -2.5 | -1 | -6 | 42 | -3 | -4 | 2 | i | 4
NC(=O)CC(NC(=O)Cc1ccc(Br)cc1)c1ccc(NCCN2CCOCC2)c([N+](=O)[O-])c1 (stereo not drawn) | 16 | 0.8 | -39 | 7 | -6 | -9 | 2 | 0 | i | 4
CCN(CC)c1ncnc2c1ncn2[C@H]1CN(Cc2ccc(-c3ccccc3)cc2)C[C@@H](CO)O1 | -9 | 1.5 | 4 | -3 | nt | -6 | 0 | 2 | i | 10
Cc1cc(N2CCN(C)CC2)nc2ccc(NC(=S)NCCCN3CCN(C)CC3)cc12 | -11 | -6.7 | -16 | 1 | -3 | -10 | 1 | -2 | i | -2
COc1cc(OC)c(C(=O)NCCCn2ccnc2)cc1OC | 7 | -0.5 | 3 | 0 | -6 | 0 | 1 | 1 | i | -4
CCc1ccc(S(=O)(=O)Nc2cc(SCC(=O)O)c(O)c3ccccc23)cc1 | -1 | 6.0 | 45* | -8 | 3 | 12 | 16 | 3 | i | -5
O=Cc1c(N2CCCCC2)nc2ccccn2c1=O | 3 | -1.5 | 10 | 2 | -8 | -4 | -3 | 2 | i | -3
Cc1ccc(S(=O)(=O)/N=C(/Nc2cccc3ccccc23)c2ccc(F)cc2)cc1 | 12 | 0.7 | 2 | -1 | -6 | -5 | -1 | 0 | i | 4
O=C(Nc1ccc(Cl)c([N+](=O)[O-])c1)c1cnccn1 | -4 | 1.2 | -3 | 4 | 25 | 5 | -12 | 2 | i | 11
C/C(=N\NC(=O)C1COc2ccccc2O1)c1cccs1 (stereo not drawn) | -5 | 0.1 | -4 | -2 | -6 | -4 | 0 | 2 | i | 2
N#C/C(=C\c1ccccc1O)C(=O)Nc1ccccn1 | -3 | 0.6 | -22 | 1 | 5 | -2 | 1 | -2 | i | 1
CCn1nc(C(=O)NCCc2ccc(S(N)(=O)=O)cc2)c2ccccc2c1=O | -2 | -1.2 | 4 | -2 | -3 | 2 | 2 | 2 | i | -5
CCc1nnc(NS(=O)(=O)c2ccc(NC(=O)c3ccccc3OC)cc2)s1 | -3 | -0.2 | -1 | -1 | -7 | -1 | 1 | -1 | i | 14
CN(Cc1cc(=O)n2ccsc2n1)c1ccccc1 | 22 | 0.3 | -1 | -4 | -6 | -2 | -2 | 1 | i | 16
COCCNC(=O)CSc1nc2scc(-c3ccccc3)c2c(=O)[nH]1 | -11 | -0.4 | 5 | -2 | -5 | 2 | -2 | -4 | i | 6
C=CCn1c(N)c(C(=O)OCCC)c2nc3ccccc3nc21 | 4 | 14 | 16 | -12 | -7 | 7 | 60* | 3 | i | 0
CC(C)C(=O)NCCn1ccc2ccccc21 | -5 | -1.5 | 0 | -3 | -2 | -7 | 2 | 2 | i | 1
CCN1C(=O)CS/C1=N\S(=O)(=O)c1ccc(C)cc1 | -2 | -0.9 | 0 | 3 | 4 | 2 | 3 | 0 | i | 6
C/C(=N\NC(=O)C1CC1(c1ccccc1)c1ccccc1)c1cccc([N+](=O)[O-])c1 (stereo not drawn) | -16 | 0.6 | -4 | -2 | 1 | 9 | 34 | -2 | i | -16
CSc1nccn1C(=O)c1ccccc1[N+](=O)[O-] | 2 | -0.2 | 6 | 5 | 4 | -2 | 2 | 4 | i | 7
COc1cc2cc(C)c(SCC(=O)N3CCN(C(=O)c4ccco4)CC3)nc2cc1OC | -8 | 0.8 | 1 | 0 | 2 | 6 | 2 | -2 | i | -7
CC1(C)C(=O)OC(C(=O)c2ccccc2)C(C)(C)C1=O (stereo not drawn) | -2 | -1.2 | -2 | 0 | -7 | 10 | 0 | -4 | i | -14
Cc1cc(/C=C2\NC(=O)NC2=O)c(C)n1-c1ccc(N2CCOCC2)cc1 | -70 | 3.2 | -22 | 6 | -11 | 1 | -18 | 2 | i | 12
COCCNC(=O)CSc1nnc2c(Cl)cc(Cl)cn12 | 5 | -0.7 | -8 | 2 | -9 | 0 | 2 | 3 | i | 15
O=C(COC(=O)c1ccc2c(c1)OCO2)NCc1ccc2c(c1)OCO2 | 1 | -0.8 | -1 | -3 | -2 | -1 | -4 | -1 | i | -16
O=C(C1CCN(S(=O)(=O)N2CCOCC2)CC1)N1CCN(c2ccccc2)CC1 | -8 | -0.3 | 3 | 2 | -3 | -4 | -4 | -2 | i | 2
CCCS(=O)(=O)NC(=O)C1(C)CCN(C(=O)Cc2cccc3ccccc23)C1 (stereo not drawn) | 6 | -1.8 | -3 | 3 | nt | -8 | 2 | -2 | i | 16
CCOC(=O)c1ccccc1NC(=O)Cn1cnc2c(cnn2-c2ccccc2)c1=O | 5 | -2.9 | 11 | 2 | 2 | 7 | -1 | 5 | i | -1
O=C(O)c1cccc2c1C(=O)c1cc([N+](=O)[O-])cc([N+](=O)[O-])c1-2 | 5 | 0.6 | 0 | 0 | nt | 2 | 11 | -2 | i | -12
CCCCCCNCc1cccc(Br)c1 | -14 | -2.3 | 2 | -4 | -4 | -4 | 2 | -12 | i | 3
CCOc1cc(CNc2ccc(O)cc2)ccc1OCc1ccc(Cl)cc1Cl | 24 | 22 | 52* | 8 | -2 | 0 | 80* | 16 | i | 41*
O=C(c1ccc(Sc2cccc(Cl)c2)c([N+](=O)[O-])c1)N1CCN(c2ccccn2)CC1 | 5 | 5.5 | -15 | -1 | 6 | 7 | -12 | 2 | i | -16
O=C(Oc1ccc(Cl)c(Cl)c1)C1=CC=CN2CCS(=O)(=O)N=C12 | 2 | -0.5 | -12 | 2 | -6 | 1 | 5 | -3 | i | 9
Nc1c(Sc2ccccc2)c(=O)[nH]c(=O)n1Cc1ccccc1 | -8 | -1.7 | 2 | 3 | -3 | -1 | -2 | -1 | i | 15
CN1CCN(c2ccc([N+](=O)[O-])cc2C(=O)c2ccc(Br)cc2)CC1 | -4 | -0.3 | -24 | 2 | 0 | -7 | -1 | 1 | i | 29
CC(SC(=S)N(C)Cc1cccs1)C(=O)O (stereo not drawn) | 4 | -0.2 | 2 | 4 | -3 | 1 | -2 | 1 | i | 13

Complete entries, quoted from the list. Values in the order: CendR NRP1 mod | LMPTP inh | SUMO1-SIM PPI | MT1-MMP act inh | Scp1 inh | NadD block | DNMT1 block | STEP block | Rpn11 block | SKN-1 block
Profile of `CSc1nccn1C(=O)c1ccccc1[N+](=O)[O-]` → 2 | -0.2 | 6 | 5 | 4 | -2 | 2 | 4 | i | 7
Profile of `CN1CCN(c2ccc([N+](=O)[O-])cc2C(=O)c2ccc(Br)cc2)CC1` → -4 | -0.3 | -24 | 2 | 0 | -7 | -1 | 1 | i | 29
Profile of `CC(Oc1cccc2c1OC(C)(C)C2)C(=O)O` (stereo not drawn) → 8 | -1.1 | 2 | 1 | 4 | -1 | 3 | -7 | i | 4
Profile of `CSc1nc(N)nc(SCC(=O)c2ccc(C)cc2)c1C#N` → 7 | -0.6 | -8 | 6 | -10 | -3 | -1 | -9 | i | -5
Profile of `Nc1c(Sc2ccccc2)c(=O)[nH]c(=O)n1Cc1ccccc1` → -8 | -1.7 | 2 | 3 | -3 | -1 | -2 | -1 | i | 15
